# Epigenetic reg: derepresses silenced GFP reporter in murine cells; AID 1865; 0.2% of 280,000 active; Potency, µM (top dose mostly 53.9 µM), inactives show at the highest dose GFP activation, hits mostly activators; murine LDR cells, GFP reporter derepression, 30 h; active means well fitted activation curve with a large enough effect; inconclusive means small, poorly fitted or top-dose-only effect; further: % of control where 0% means no effect; nearly all actives have a fitted effect of over 60% in size
#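 GFP-positive cell count by laser-scanning cytometry (objects 20–120 um) after 30 h, 37 C compound exposure of murine LDR cells; reporter is CMV-GFP integrated at a silenced locus, inducible by HDAC or DNMT inhibitors.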
# Active calls of the source: *; ? = inconclusive. Potency means the concentration at half of the fitted maximal effect. These rows are one share of the data, so the mix of outcomes need not match the whole.
SMILES,Epigenetic reg
Brc1cccc(-c2cnn3c(-c4ccccc4)cc(-c4ccccc4)nc23)c1,-1.1%
Cc1cc(Br)cc(C)c1NC(=O)c1cnc2ccccn2c1=O,0.0%
COC(=O)c1cc2sc(Cl)cc2n1CC(=O)Nc1cc(C)cc(C)c1,5.1%
COc1cc(CN(CC2CCCO2)C(=O)c2ccccc2F)cc(OC)c1OC (stereo unspecified),-3.4%
O=C(Nc1ccc2[nH]c(=O)c(=O)[nH]c2c1)c1cccc(F)c1,1.7%
CCCCN(CC)CCCNC(=O)c1cc2c(=O)oc3ccc(C)cc3c2s1,3.3%
CCN1CCN(C(=O)c2ccc3c(c2)N(Cc2cc(C)ccc2C)C(=O)c2ccccc2S3=O)CC1 (stereo unspecified),-1.1%
CCOc1ccccc1CNS(=O)(=O)c1cc(-c2onc(C)c2C)ccc1OC,8.8%
O=C(Nc1nnc(N2CCCCCC2)s1)Nc1cc(F)ccc1F,-2.0%
Cc1cc(Cl)ccc1NC(=O)Cn1nnc2sc(-c3ccccc3)cc2c1=O,3.3%
Cc1c(-c2nc(-c3ccccc3)no2)nnn1-c1cccc(C(F)(F)F)c1,1.7%
COc1ccc(NC(=O)c2ccco2)cc1NC(=O)COc1ccc(Cl)cc1C,1.0%
CCc1ccccc1NC(=O)Cn1c(SCc2ccc(F)cc2)nc2ccncc21,-0.8%
CCC(C(=O)O)n1ccc2cc(S(=O)(=O)N3CCCCC3)ccc21 (stereo unspecified),-2.9%
CCS(=O)(=O)N1CCc2cc(C(=O)N3CCN(c4ccc(OC)cc4)CC3)ccc21,3.0%
CCCOc1ccccc1C1C(C(=O)Nc2ccccc2)=C(C)Nc2nnnn21 (stereo unspecified),1.0%
Cc1ccc(NC(=O)c2c(NC(=O)c3ccco3)sc3c2CCC(C(C)(C)C)C3)c(C)c1 (stereo unspecified),?
CCn1c(=O)c2cc(C(=O)N(CCCOC(C)C)Cc3ccco3)sc2c2ccccc21,0.0%
Cc1ccc(Cl)cc1NC(=O)Nc1cn(CC(C)C)c(=O)c2ccccc12,7.8%
CCCCN(CCCC)C(=O)c1cc2c(=O)n3cccc(C)c3nc2s1,-0.7%

# Continued; it opens with the 2 that closed the last part.
SMILES,Epigenetic reg
Cc1ccc(Cl)cc1NC(=O)Nc1cn(CC(C)C)c(=O)c2ccccc12,7.8%
CCCCN(CCCC)C(=O)c1cc2c(=O)n3cccc(C)c3nc2s1,-0.7%
COc1ccccc1N1CCN(C(=O)c2cn(C)c3ccc(S(=O)(=O)N(C)C4CCCCC4)cc3c2=O)CC1,-1.7%
COc1ccc(-c2cc(C)no2)cc1S(=O)(=O)NC1CCC(C)CC1 (stereo unspecified),-3.3%
CC(=O)c1nn(-c2ccc(OC(F)(F)F)cc2)nc1Nc1ccc(C)cc1,4.0%
COc1cc(OC)cc(C(=O)N2CC(=O)Nc3ccc(Cl)cc3C2c2ccccc2)c1 (stereo unspecified),-1.5%
O=C(CCS(=O)(=O)c1nc(-c2cccs2)cc(C(F)(F)F)n1)Nc1cc(Br)ccc1O,7.9%
COc1ccccc1N1CCN(CCCNC(=O)c2nnc(Cc3ccc(F)cc3Cl)o2)CC1,2.0%
CCOC(=O)c1c(C)[nH]c(C)c1S(=O)(=O)N(C)CC(=O)N1CCN(c2ccc(Cl)cc2)CC1,1.4%
Cc1ccc(CCNC(=O)C2CCCN(Cc3nc(-c4cccc(Cl)c4)oc3C)C2)cc1 (stereo unspecified),0.8%
COc1ccccc1CNc1nc2c(S(=O)(=O)c3ccc(C)c(C)c3)nnn2c2ccc(Cl)cc12,2.2%
Cc1ccc(NC(=O)N2CCc3cc(S(=O)(=O)N4CCC(C)CC4)ccc32)cc1,-3.4%
Cc1nc2c(-c3ccccc3)c(C)nn2c(C)c1CCC(=O)NCc1ccc(Cl)cc1,8.9%
Cc1c(CC(=O)NCCc2ccccc2F)c(=O)oc2cc(O)c(Cl)cc12,-1.9%
Cc1c(Cl)cccc1NC(=O)c1ccc2c(c1)CCCN2S(C)(=O)=O,-1.5%
COc1ccc(-n2nc(C(=O)Nc3ccc(Br)cc3C)c3c4ccccc4n(C)c3c2=O)cc1,0.5%
Cc1ccnc(NC(c2ccccc2F)c2ccc3cccnc3c2O)c1 (stereo unspecified),1.9%
COc1ccc(CNc2nc(-c3ccc(OC)c(OC)c3)cc(C(F)(F)F)n2)cc1,-1.0%
COc1ccc(S(=O)(=O)N(Cc2nc(-c3cccc(C)c3)no2)C2CCCCC2)cc1,1.1%
CCOc1cc(CNc2ccc(O)cc2)cc(Br)c1OCc1ccccc1,1.9%
Cc1ccc(C)c(Nc2nnc(-n3nc(C)cc3C)c3ccccc23)c1,0.1%
CCCCC(CC)CNC(=O)CN(C)S(=O)(=O)c1ccc2c(c1)c(=O)n(C)c(=O)n2C (stereo unspecified),-1.1%
O=C(CSc1nc2c(oc3ccccc32)c(=O)n1-c1ccccc1F)Nc1ccccc1,0.0%
CC(C)(C)C1CCc2c(sc(NC(=O)c3ccccc3F)c2C(=O)N2CCCCC2)C1 (stereo unspecified),-0.8%
CCn1cc2nc(SCc3cccc(C(F)(F)F)c3)n(Cc3ccc(OC)cc3)c(=O)c2n1,3.5%
CCOC(=O)c1c(NC(=O)CCCOc2ccc(Cl)cc2)sc2c1CCC2,-0.5%
O=C(NCc1ccccc1)c1ccc(CS(=O)(=O)c2c(Cl)cccc2Cl)o1,-1.1%
COc1ccc(Cl)cc1NC(=O)CSc1cn(CC(=O)N2CCCCCC2)c2ccccc12,-1.5%
COc1ccccc1CNC(=O)Cn1c(=O)oc2cc(S(=O)(=O)N3CCCC3)ccc21,12%
Cc1cc(C)c(NC(=O)CSc2ccc(-c3sc(-c4ccccc4)nc3C)nn2)c(C)c1,?
Cc1ccc(Cn2c(SCc3ccc(C(=O)N4CCCCC4)cc3)nc3ccncc32)cc1,-5.7%
CCOC(=O)c1ccc(NC(=O)c2c(-c3c(F)cccc3Cl)noc2C)cc1,-2.4%
COc1cc(OC)cc(C(=O)Nc2cc(-c3nc4cc(Cl)ccc4o3)ccc2Cl)c1,7.5%
CCC(=O)N1CCc2cc(Br)cc(S(=O)(=O)CCC(=O)Nc3cccc(C)c3C)c21,2.7%
CC(=O)Nc1ccc(NC(=O)c2ccc3c(c2)NC(=O)c2ccccc2S3)cc1,2.2%
Cc1ccccc1OCc1nc2c3cnn(-c4cccc(F)c4)c3ncn2n1,1.9%
CCOc1ccc(NC(=O)CC2C(=O)N(c3ccc(F)cc3)C(=O)N2Cc2ccc(OC)c(OC)c2)cc1 (stereo unspecified),-2.7%
COc1ccc(CCNC(=O)c2ccc3c(c2)c(C)c(C)n3Cc2ccc(F)cc2)c(OC)c1OC,-1.0%
Cc1nn(CC(=O)NCc2ccccc2Br)c(=O)c2cc3occc3n12,0.0%
Cc1cccc(-n2c(-c3ccco3)nc3c(cnn3-c3ccccc3C)c2=O)c1,1.4%
CCc1ccc(CNC(=O)c2cc3cc4ccc(OC)cc4nc3o2)cc1,-3.7%
CCOc1ccc(CCNC(=O)c2ccc3c(c2)N(Cc2ccc(F)cc2)CCS3)cc1,-1.6%
O=C(NCC12CC3CC(CC(C3)C1)C2)c1cc2nc(-c3ccccc3)cc(C(F)(F)F)n2n1,-1.1%
O=C(Nc1sc2c(c1C(=O)Nc1ccccc1)CCC2)c1ccc(Br)cc1,-1.6%
COc1cc(C2c3c(oc4ccc(C)cc4c3=O)C(=O)N2Cc2ccccc2)ccc1O (stereo unspecified),4.2%
CC12CN3CC(c4ccccc4)(CN(C1)C3c1ccc(O)cc1)C2=O (stereo unspecified),-0.2%
Cc1ccc(C(=O)N2CCC(c3c[nH]c4ccccc34)(c3c[nH]c4ccccc34)CC2)cc1,-1.9%
COc1ccc(C(=O)c2cn(Cc3ccccc3OC)c3cc4c(cc3c2=O)OCO4)cc1,-0.3%
Cc1ccc2c(c1)N(C(=O)c1ccc(F)cc1)C(C)(C)CC2(C)c1ccccc1 (stereo unspecified),-0.8%
O=C(NCCc1ccccc1)c1ccc2c(c1)CCN2S(=O)(=O)c1ccc(Br)cc1,7.6%
Cc1ccc(-c2cc(NC(=O)C(C)Oc3ccc(C)c(C)c3)on2)cc1 (stereo unspecified),5.6%
COC(=O)c1ccc2nc(C)cc(Nc3ccc(O)cc3)c2c1,8.6%
CCS(=O)(=O)c1nc(S(=O)(=O)c2ccc(Cl)cc2)c(NCc2ccc(Cl)cc2)s1,2.5%
COc1ccc(C2=NN(C(C)=O)C(c3cn(-c4ccccc4)nc3-c3cccs3)C2)cc1 (stereo unspecified),?
COc1ccc(CNC(=O)c2ccc3[nH]c(C)c(C)c3c2)c(OC)c1,-3.4%
Cc1ccc(C(=O)COC(=O)C(CC(C)C)NC(=O)C2CCC(C)CC2)cc1 (stereo unspecified),-1.9%
CSc1cccc(NC(=O)Cn2c3ncccc3c(=O)n2-c2ccc(C)cc2)c1,-2.9%
COc1ccccc1-c1nc2cc(NC(=O)c3ccccc3Cl)ccc2o1,0.0%
CC(=O)c1ccc(NC2=NS(=O)(=O)c3ccccc32)cc1,-3.7%
CCOc1ccc2c(c1)[C@@H]1C=CC[C@@H]1[C@H](c1ccccc1Cl)N2,0.1%
COc1ccccc1N1CCN(C(=O)Cn2ncc3ccsc3c2=O)CC1,-1.7%
O=C(NCc1ccc(Cl)cc1)C(=O)Nc1ccc(Br)cc1,-1.6%
# (more compounds)
SMILES,Epigenetic reg
COc1ccc(-c2ccc3c(N)c(C(=O)NCc4ccc(Cl)cc4)sc3n2)cc1,-0.2%
CCc1cccc(C)c1NC(=O)CN1C(=O)c2cccc3cccc1c23,1.1%
CC(=O)c1cccc(NC(=O)c2nc3ccccc3n(C)c2=O)c1,0.4%
Cc1ccc(Cl)cc1N1CCN(c2nc3ccccc3c3nc(-c4cccnc4)nn23)CC1,0.0%
CCc1cc2c(cc3c(=O)n(CC(=O)N4CCCCC4)nc(CC)n32)s1,0.8%
COc1ccc(S(=O)(=O)N2CCC(c3nc4ccccc4s3)CC2)cc1OC,-1.0%
Cc1ccc(NC(=O)Cn2c(=O)n(CCCS(=O)(=O)C3CCCCC3)c(=O)c3ccccc32)cc1F,3.0%
CCSc1nc2ccccc2c(OCc2ccc(Cl)cc2)c1C(=O)OC,-2.4%
O=C1CN(C(=O)Cc2ccc(F)cc2)C(c2ccccc2)c2cc(Cl)ccc2N1 (stereo unspecified),13%
CN(C)CCNC(=O)c1ccc2c(c1)N(Cc1c(F)cccc1Cl)C(=O)c1ccccc1S2,0.3%
Cc1cccc(NC(=O)C2CCCN(S(=O)(=O)c3c(C)noc3/C=C/N(C)C)C2)c1C (stereo unspecified),-2.2%
CC1=C(C(=O)OC2CCCCCC2)C(c2cccc(F)c2F)CC(=O)N1 (stereo unspecified),9.1%
O=c1n(Cc2cccc(F)c2)c2ccccc2c2nc(-c3ccccc3)nn12,1.1%
Cc1ccc(S(=O)(=O)c2nc(-c3ccco3)oc2SCc2ccccc2Cl)cc1,-1.3%
O=C(Cn1ncc2c3ccccc3n(Cc3ccc(F)cc3)c2c1=O)NCc1ccccn1,2.8%
COc1ccc(Cl)cc1Nc1ccc2cc(S(=O)(=O)N3CCCCC3)ccc2n1,3.3%
COc1ccc(CNC(=O)Cc2c(C)c3c(cc(C)c4c(C)coc43)oc2=O)cc1OC,3.5%
Cc1cccc(NC(=O)CCCCCn2c(=O)[nH]c3ccsc3c2=O)c1,-1.8%
CC(C)NC(=O)Cn1nc(N2CCN(c3ccccc3)CC2)ccc1=O,-1.8%
CC(C)c1cccc(C(C)C)c1NS(=O)(=O)c1cccs1,-0.7%

# Reformatted: 13 of the compounds above
SMILES	Epigenetic reg
COc1ccc(S(=O)(=O)N2CCC(c3nc4ccccc4s3)CC2)cc1OC	-1.0%
Cc1ccc(NC(=O)Cn2c(=O)n(CCCS(=O)(=O)C3CCCCC3)c(=O)c3ccccc32)cc1F	3.0%
CCSc1nc2ccccc2c(OCc2ccc(Cl)cc2)c1C(=O)OC	-2.4%
O=C1CN(C(=O)Cc2ccc(F)cc2)C(c2ccccc2)c2cc(Cl)ccc2N1 (stereo unspecified)	13%
CN(C)CCNC(=O)c1ccc2c(c1)N(Cc1c(F)cccc1Cl)C(=O)c1ccccc1S2	0.3%
Cc1cccc(NC(=O)C2CCCN(S(=O)(=O)c3c(C)noc3/C=C/N(C)C)C2)c1C (stereo unspecified)	-2.2%
CC1=C(C(=O)OC2CCCCCC2)C(c2cccc(F)c2F)CC(=O)N1 (stereo unspecified)	9.1%
O=c1n(Cc2cccc(F)c2)c2ccccc2c2nc(-c3ccccc3)nn12	1.1%
Cc1ccc(S(=O)(=O)c2nc(-c3ccco3)oc2SCc2ccccc2Cl)cc1	-1.3%
O=C(Cn1ncc2c3ccccc3n(Cc3ccc(F)cc3)c2c1=O)NCc1ccccn1	2.8%
COc1ccc(Cl)cc1Nc1ccc2cc(S(=O)(=O)N3CCCCC3)ccc2n1	3.3%
COc1ccc(CNC(=O)Cc2c(C)c3c(cc(C)c4c(C)coc43)oc2=O)cc1OC	3.5%
Cc1cccc(NC(=O)CCCCCn2c(=O)[nH]c3ccsc3c2=O)c1	-1.8%

# Following part
SMILES,Epigenetic reg
CCC1CCCCN1S(=O)(=O)c1ccc(NC(=O)c2cc(=O)c3ccccc3o2)cc1 (stereo unspecified),-1.0%
Cc1ccc(C)n1-c1nnc(N2CCC(C(=O)Nc3ccccc3Br)CC2)s1,-5.1%
CCN1CCN(c2nnc(-n3cccc3C(=O)NCc3ccccc3OC)s2)CC1,-1.9%
CCc1ccc(NC(=O)CC2C(=O)N(c3ccc(OC)cc3)C(=O)N2Cc2ccc(OC)cc2)cc1 (stereo unspecified),2.0%
Cc1ccc(NC(=O)Cn2c(=O)n(-c3ccc(CC(=O)NCC4CCCO4)cc3)c(=O)c3ccccc32)cc1 (stereo unspecified),-0.7%
CCOc1ccc(NC(=O)Cn2c(CCC(=O)O)ccc2-c2ccc(Cl)cc2)cc1,1.9%
O=c1n(Cc2ccccc2Cl)c2ccccc2c2nc(-c3ccccc3)nn12,-2.3%
